# Screening data as filed in PubChem BioAssay.
# Lipid storage S3: qHTS Assay for Lipid Storage Modulators in Drosophila S3 Cells. Drosophila S3 cells, BODIPY lipid droplet fluorescence, 18-24 h; cells fed with added oleic acid. lipid storage change, negative = inhibition, % at the top dose, mostly 46.1 µM; hits show Potency in µM. 320,000 compounds, 0.64% hits; active means well fitted inhibition curve with a large enough effect in the signal ratio, with a control signal flat, not every such curve was filed as active; inconclusive means small, poorly fitted or top-dose-only effect, or effect the other way, or a change in a side signal; the % refers to the signal ratio
#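 Drosophila S3 cells got compounds at several concentrations plus oleic acid (400 uM solution). Laser-scanning cytometry with 488 nm excitation read lipid droplets at 500-530 nm and cells at 575-640 nm. Percent activity was relative to 20 uM Triacsin C.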
# Lipid storage S3 cell count max: also measured in Lipid storage S3; calls as there; cell number change, %; measured here: cell count max response;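 cells counted by Cell Tracker Red CMTPX staining in the red channel; peak over a dose series mostly up to 46.1 µM; percent activity relative to internal control wells on each plate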
# * = called active by the depositor; i = inactive; ? = inconclusive; · = no result given; [ ] = dose if it differs, or a comment. On the % scale 0 is the no-effect control and ±100 the full control effect; potency means the concentration at half of the fitted maximal effect. Not all compounds are listed. The share of hits here may be higher or lower than overall.
SMILES,Lipid storage S3,Lipid storage S3 cell count max
CCn1nc(NS(=O)(=O)c2ccc(NC(C)=O)cc2)c2cc3cc(C)ccc3nc21,?,·
Nc1c(Cl)cc(-c2[nH]c3cc(C(=O)NCCO)ccc3c(=O)c2O)cc1Cl,?,·
COc1ccc(/C(N)=N/OC(=O)CC2CCCCC2)cc1,?,·
O=C(O)c1cccc(S(=O)(=O)Nc2ccccc2Cl)c1,?,·
COc1ccc(CCNC(=O)CCc2ccccc2O)cc1OC,-2%,-8
CCn1cc(Br)c(C(=O)NC(C)c2ccccc2)n1 (centres undefined),?,·
CNC(=O)c1c(NC(=O)c2ccc(S(=O)(=O)N(C)c3ccccc3)cc2)sc2c1CCN(C(C)C)C2,?,·
COc1cc(/C=N/NC(=O)CN(CCc2ccccc2)S(=O)(=O)c2ccc(NC(C)=O)cc2)cc(OC)c1OC,?,·
O=C(Nc1ccc([N+](=O)[O-])cc1)N1CCCCC1,-7%,-7
COC(=O)/C(C#N)=C/c1c(N2CCN(c3cccc(Cl)c3)CC2)nc2c(C)cccn2c1=O,?,·
COc1ccc(CN2C(=O)NC3(CCCc4ccccc43)C2=O)cc1F (centres undefined),?,·
Cc1ccc(S(=O)(=O)N2CCOCC2)cc1NC(=O)CSc1nnc(C2CC2)n1C1CC1,?,·
O=C(COC(=O)c1ncc(Cl)c(Cl)c1Cl)NCc1cccs1,?,·
CCn1nnnc1SCC(=O)Nc1nc2ccc(OC)cc2s1,i,·
C=C1C(=O)O[C@H]2[C@H]1[C@@H](O)CC(=C)[C@@H]1CC(=O)[C@@H](C)[C@H]21,?,·
c1ccc(CC2CCN(c3nc4ccccc4n4nnnc34)CC2)cc1,?,·
O=C(/C=C/c1ccco1)N1CCCC(c2ccccc2)C1 (centres undefined),-15%,-13
Cc1ccc(Sc2ncccc2NC(=O)c2ccccc2Cl)cc1,13%,·
Cc1ccsc1C(=O)Nc1ccc2c(c1)OCCO2,2%,·
CCN(Cc1cc2ccccc2[nH]c1=O)C(=O)c1cccnc1,14%,-8
COC(=O)c1cc(NC(=O)CN2CCc3cc4c(cc3C2)OCCCO4)cc(C(=O)OC)c1,?,·
CCCNC(=O)c1ccccc1NS(=O)(=O)c1ccc2c(c1)OCCO2,?,·
NC(=O)C(=CNc1nc(-c2ccc(Cl)c(Cl)c2)cs1)C(N)=O,5%,·
Cc1ccc(C(=O)c2sc3nc4c(cc3c2N)CCC4)cc1,?,·
CNC(=O)c1cc(Nc2nnc(C)c3ccccc23)ccc1OC,?,·
CCOc1ccc(CCNC(=O)CN2C(=O)CCSc3ccccc32)cc1OCC,-17%,·
CN1CCc2c(sc3c2c(=O)n(-c2ccccc2)c2nncn32)C1,4%,18
COc1ccc(-n2cc(C(=O)c3ccccc3O)cn2)cc1,23%,10
CC(=O)Nc1ccc(NC(=O)C2CCN(C(=O)NC3CCCCC3)CC2)cc1,?,·
COCCCNC(=S)N/N=C/c1ccc2ccccc2c1,13%,8
CC(Oc1ccccc1)C(=O)N=C1SC2CS(=O)(=O)CC2N1CCc1ccccc1 (centres undefined),i,2
CCCOc1ccc(CNC(=O)c2ccc3nc(N4CCOCC4)sc3c2)cc1,?,·
COc1ccc(C2(NC(C)=O)CCN(C(=O)c3cccs3)CC2)cc1,2%,6
O=C(c1ccco1)N1CCN(CC(=O)N(C2CCCCC2)C2CCS(=O)(=O)C2)CC1 (centres undefined),?,·
CCC(C)C(=O)N1CCCC(c2nc(-c3cccs3)no2)C1 (centres undefined),-17%,15
Cc1cccc(C)c1NC(=O)CCCSc1nc2ccccc2s1,?,·
COc1ccc(C(=O)NCC(=O)Nc2ccc(-c3ccccc3)cc2)cc1,?,·
O=S(=O)(c1ccc(Cl)nc1)N1CCCCC1,?,·
CCn1cc(S(=O)(=O)Nc2ccc3c(c2)OCCO3)cn1,0%,26
NC(=O)c1ccccc1OC1CCC1,-17%,-17
CCCCN(CC(=O)NC(C)(C)C)C(=O)C(=O)Nc1ccc2c(c1)OCCO2,4%,15
CC(=O)N(CCC1(C(C)C)CCOC(C)(C)C1)Cc1ccco1 (centres undefined),?,·
Cc1ccc(C(=O)CCC(=O)Nc2cc(C)ccn2)cc1,0%,15
Cc1ccc(S(=O)(=O)NCCC(=O)N2CCC(C(N)=O)CC2)cc1C,i[0.0737 µM],4
CCc1cccc(OCCCn2ccnc2)c1,?,·
Cn1c2c(c(=O)n(C)c1=O)C(C(F)(F)F)(C(F)(F)F)N=C(CCC1CCCCC1)N2,?,·
COc1ccc(N(CC(=O)Nc2ccccc2C(F)(F)F)C2=NC3CS(=O)(=O)CC3S2)cc1 (centres undefined),-19%,5
N#C/C(=C\c1c(F)cccc1Cl)c1nn(-c2ccccc2)c(-n2cccc2)c1C#N,?,·
COC(=O)c1ccc(CNC(=O)CSC(C)C(=O)Nc2cc(C)on2)cc1 (centres undefined),?,·
Cc1ccc(C(=O)NC(=S)Nn2cnnc2)cc1,0%,-1
CCOC(=O)Cc1nnc(NC(=O)c2ccco2)s1,16%,0
CNCc1c(OCc2ccc(F)cc2)ccc2ccccc12,?,·
CCCCNC(=S)Nc1ccc(Oc2ccccc2)cc1,0%,-13
Cc1ccc(C(C(=O)NCc2ccco2)N(C(=O)CNC(=O)c2cccs2)c2ccc(C)cc2C)cc1 (centres undefined),?,·
CCOC(=O)C1=C(C)OC(N)=C(C#N)C1c1ccc(OC)c(C)c1OC (centres undefined),?,·
CN(C)CCCN1C(=O)CSC1c1ccccc1 (centres undefined),?,·
Cc1cc(Cl)ccc1OCC(=O)N(Cc1ccco1)C1CCS(=O)(=O)C1 (centres undefined),0%,5
O=C(NC(=O)c1ccccc1)Nc1ccccn1,-26%,-2
C/C(CC(=O)N1CCN(C=O)CC1)=N\NC(=O)c1ccc([N+](=O)[O-])cc1,?,·
Cc1c(CC(=O)N[C@@H](C)C(=O)O)c(=O)oc2c(C)c3occ(-c4ccccc4)c3cc12,?,·
# (cont.)
SMILES,Lipid storage S3,Lipid storage S3 cell count max
Cc1ccc(S(=O)(=O)CCC(=O)N(C)c2c(N)n(Cc3ccccc3)c(=O)[nH]c2=O)cc1,?,·
N=c1c2c3c(sc2ncn1CCCN1CCOCC1)CCCCC3,0%,8
CC(Oc1ccccc1F)C(=O)NCCN1CCCCC1 (centres undefined),?,·
CCOc1cc(NC(=O)c2ccco2)c(OCC)cc1NC(=O)c1cc(OC)c(OC)c(OC)c1,i,18
NS(=O)(=O)c1cccc(NS(=O)(=O)c2ccc(/C=C/C(=O)O)cc2)c1,?,·
Cc1ccc(S(=O)(=O)N2CCC(C(=O)NCCCN3CCCC3=O)CC2)cc1C,-2%,-7
CC(C)N1CCN(Cc2nc(-c3ccccc3)cs2)CC1CCO (centres undefined),6%,6
Cc1ccc(S(=O)(=O)N(C)Cc2ccc(C(=O)NN=C(CC(C)C)CC(C)C)cc2)cc1,?,·
CN(C(=O)CSc1nnc(-c2ccc(OC(F)F)cc2)n1N)C1CCS(=O)(=O)C1 (centres undefined),?,·
COc1cccc(NC(=O)Nc2cccc(C)n2)c1,?,·
COc1ccc(NC(=O)CN2C(=O)CSc3ncccc32)cc1,?,·
NS(=O)(=O)c1ccc(CCNC(=O)C(=O)Nc2cc3c4c(c2)CC(=O)N4CCC3)cc1,-28%[0.0737 µM],·
CC(C(=O)Nc1ccccc1)N(C)Cc1cccs1 (centres undefined),?,·
O=C(Nc1ccccc1-c1ccccc1)c1ccco1,0%,-28
Cc1cc(NC(=O)c2ccc(Br)cc2)nc(C)n1,7%,3
COCCCn1c(SCC(=O)N2CCOCC2)nc2ccccc2c1=O,?,·
CCOC(=O)c1sc(=S)n(C)c1NC(=O)c1cccc(Br)c1,-12%,2
CCCn1nnc(NC(=S)NC(=O)C(C)(C)C)n1,?,·
COC(=O)c1ccc(OC(C)C(=O)c2ccc(C)cc2)cc1 (centres undefined),?,·
CCCCn1c(SCC(=O)OCC)nnc1-c1ccoc1C,?,·
COc1ccc(Nc2nc(-c3sc(N)nc3C)cs2)cc1,3%,·
CC(C)COc1cccc(C(=O)N2CCN(C(=O)c3ccco3)CC2)c1,?,·
NC(=O)c1ccccc1,i,·
CCCCN(C)CCNC(=O)C1CCN(S(=O)(=O)c2cccc3nsnc23)CC1,?,·
O=C(CCc1ccccc1)NCc1cccnc1,-4%,-10
COc1cc(S(=O)(=O)NCC2OCCc3ccccc32)ccc1-n1cnnn1 (centres undefined),?,·
CCOc1ccc(C(=O)N(Cc2ccc(OC)cc2)Cc2cc3cc(OC)ccc3[nH]c2=O)cc1,?,·
O=C(NCC(c1cccs1)N1CCOCC1)c1cc([N+](=O)[O-])ccc1Cl (centres undefined),2%,-9
COc1ccc(Nc2nnc(SCc3cc([N+](=O)[O-])cc4c3OCOC4)s2)cc1,i,23
Cc1cc(C)cc(NC(=O)N2CCC(c3nc4ccccc4o3)CC2)c1,?,·

# A portion of the results above:
SMILES,Lipid storage S3,Lipid storage S3 cell count max
COc1ccc(NC(=O)CN2C(=O)CSc3ncccc32)cc1,?,·
NS(=O)(=O)c1ccc(CCNC(=O)C(=O)Nc2cc3c4c(c2)CC(=O)N4CCC3)cc1,-28%[0.0737 µM],·
CC(C(=O)Nc1ccccc1)N(C)Cc1cccs1 (centres undefined),?,·
O=C(Nc1ccccc1-c1ccccc1)c1ccco1,0%,-28
Cc1cc(NC(=O)c2ccc(Br)cc2)nc(C)n1,7%,3
COCCCn1c(SCC(=O)N2CCOCC2)nc2ccccc2c1=O,?,·
CCOC(=O)c1sc(=S)n(C)c1NC(=O)c1cccc(Br)c1,-12%,2
CCCn1nnc(NC(=S)NC(=O)C(C)(C)C)n1,?,·
COC(=O)c1ccc(OC(C)C(=O)c2ccc(C)cc2)cc1 (centres undefined),?,·
CCCCn1c(SCC(=O)OCC)nnc1-c1ccoc1C,?,·
COc1ccc(Nc2nc(-c3sc(N)nc3C)cs2)cc1,3%,·
CC(C)COc1cccc(C(=O)N2CCN(C(=O)c3ccco3)CC2)c1,?,·
NC(=O)c1ccccc1,i,·
CCCCN(C)CCNC(=O)C1CCN(S(=O)(=O)c2cccc3nsnc23)CC1,?,·
O=C(CCc1ccccc1)NCc1cccnc1,-4%,-10
COc1cc(S(=O)(=O)NCC2OCCc3ccccc32)ccc1-n1cnnn1 (centres undefined),?,·
CCOc1ccc(C(=O)N(Cc2ccc(OC)cc2)Cc2cc3cc(OC)ccc3[nH]c2=O)cc1,?,·

# Continued:
SMILES,Lipid storage S3,Lipid storage S3 cell count max
CCOC(=O)CSc1nc(C2CC2)cc(-c2ccc(F)cc2)c1C#N,11%,11
COc1ccccc1Oc1ccc(S(=O)(=O)NCc2ccccn2)cc1,?,·
COc1ccc(S(=O)(=O)NCC2CCC(C(=O)NCCC(C)C)CC2)cc1 (centres undefined),?,·
Cc1cccc(N(C)S(=O)(=O)c2ccc(-c3cc(C)no3)s2)c1,?,·
CCOC(=O)c1cnc2c(C#N)cnn2c1N,?,·
O=C(CCC1CCCC1)NCCS(=O)(=O)N1CCN(c2ccccc2F)CC1,?,·
O=C1N2CCCc3cccc(c32)C12Nc1ccccc1S2 (centres undefined),i,·
COc1ccc(OC)c(NC(=O)CSc2nc(C)cs2)c1,?,·
NS(=O)(=O)c1ccc(CCNC(=O)/C=C/c2cccc([N+](=O)[O-])c2)cc1,8%,-6
O=C(NCCCO)C(=O)Nc1cc2c3c(c1)CCN3C(=O)CC2,-3%,8
CC1CN(C(=O)CCC(=O)NCc2ccccn2)c2ccccc2O1 (centres undefined),?,·
COC(=O)C1=C(CS(=O)(=O)c2ccc(OC)cc2)NC(=O)NC1c1ccccc1 (centres undefined),-7%,7
CSc1nnc2c3ccccc3c3ccccc3c2n1,7%,-23
CCc1ccccc1N1CN(Cc2ccco2)CNC1=S,-1%,10
COc1ccccc1N(CC(=O)NC(C)(C)C)C(=O)CCC(=O)Nc1nccs1,-6%,12
Cc1cc(NC(=O)CCC(=O)N(c2ccccc2)C(C(=O)NC2CCCC2)c2ccncc2)no1 (centres undefined),?,·
COc1ccccc1CCc1nnc(CCC(=O)NCC[C@@H]2C[C@@H]3C=C[C@H]2C3)o1,?,·
CCOC(=O)c1cc(-c2ccccc2)sc1NC(=O)CSc1nncs1,-13%,-1
O=C(CNC(=O)c1ccc(Br)o1)NNC(=O)c1ccc(Cl)cc1,5%,-2
Cn1c(SCC(=O)OC2CCCCC2)nnc1-c1ccc2c(c1)OCO2,-3%,9
Cc1cc(C)n(-c2ccc(C(=O)Nc3ccc(S(=O)(=O)N(C)C)cc3)cc2)n1,?,·
COc1cccc(NC2SC(=O)N(c3ccccc3)C2=O)c1 (centres undefined),-4%,6
Cc1nn(C)cc1NC(=O)CCSc1nc(-c2ccco2)cc(C(F)(F)F)n1,?,·
Cc1cccc(C)c1OCC(=O)NNC(=O)CNC(=O)c1ccc(OC(F)F)cc1,?,·
Oc1ccc(/C=N/N=C(c2ccccc2)c2ccccc2)c(O)c1O,?,·
COc1cc2c(cc1OC)C(=O)CCS2,?,·
COc1cc(NC(=O)COc2ccc(Cl)cc2)ccc1NC(=O)C(C)C,-5%,3
C=CCN1CCN(C(CCC)c2nnnn2Cc2ccco2)CC1 (centres undefined),-2%,2
Cc1nonc1C(=O)N1CCCC(N2CCN(c3ccc(F)cc3)CC2)C1 (centres undefined),?,·
O=C(Nc1ccc2c(c1)OCCO2)C1CCN(S(=O)(=O)c2ccc(Br)s2)CC1,?,·
c1cc[n+](CCC[n+]2ccccc2)cc1,?,·
